Screening results from PubChem.
HCT116 bCat-KO = beta-catenin-lacking colon tumor cell growth suppression; AID 818; HCT116 beta-catenin knockout viability, CellTiter-Glo, 60 h; active compounds read low; viability, % at 10 µM; actives 1.5% (n = 140,000);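 active means viability at or under a set limit, the compound median less 4 SD, cut at about 6% in these data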;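 further: 0% = Hyamine 1622 control at 20 µM and 100% = untreated cell control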
PTEN del growth = PTEN-deleted cell growth suppression | actives 1.2% (n = 140,000) | viability, % at 10 µM | HCT116 PTEN-null viability, CellTiter-Glo, 60 h; active compounds read low;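 active means viability at or below a set limit, 4 SD under the median of all tested compounds, cut at about 3.7% in these data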;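 further: PTEN knockout HCT116 line with beta catenin targeted HCT116 as companion control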
Yeast growth inh = reduces growth of yeast BB579 in restrictive medium | S. cerevisiae BB579 growth, OD615, 48 h | inhibition, % at 10 µM | actives 0.51% (n = 140,000) | AID 804;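 active means inhibition above a set limit, 3 SD over the mean compound inhibition, cut at about 44% in these data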; further: inactives centre near -24
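System: Saccharomyces cerevisiae DeaD strain BB579, replicative lifespan model yeast. Buffer or medium: restrictive glucose-based CSMM-D medium. Doses: one dose, 10 µM compound with 0.25% DMSO. Timing: 4 h preincubation and 48 h exposure at 30 °C. Detection: turbidity as optical density at 615 nm. Benchmarks: amphotericin B 10 µg/mL, positive.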
GALR2 antag = antagonists of human galanin receptor 2 (GALR2) | actives 0.39% (n = 140,000) | GALR2-expressing cells, antagonist mode | inhibition, % at 4 µM | AID 828; in the data active means inhibition above about 27%;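 further: cells stimulated with galanin 1-16 at roughly its EC80; 0% = agonist challenge control and 100% = basal control without agonist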
Target sequence (O43603 whole entry, looked up): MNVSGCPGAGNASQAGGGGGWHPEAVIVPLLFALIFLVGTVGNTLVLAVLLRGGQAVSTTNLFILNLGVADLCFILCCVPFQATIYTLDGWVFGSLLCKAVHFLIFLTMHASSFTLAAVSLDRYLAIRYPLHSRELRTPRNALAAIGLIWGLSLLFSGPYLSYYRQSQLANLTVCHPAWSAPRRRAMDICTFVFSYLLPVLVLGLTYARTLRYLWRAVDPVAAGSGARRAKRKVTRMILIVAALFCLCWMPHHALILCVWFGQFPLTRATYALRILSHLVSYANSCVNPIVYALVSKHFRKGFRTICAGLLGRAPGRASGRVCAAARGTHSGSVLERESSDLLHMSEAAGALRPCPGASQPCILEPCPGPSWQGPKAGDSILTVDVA
MRP1 act = MRP-1 activation; actives 0.61% (n = 140,000); H69AR cells + doxorubicin, viability rescue, CellTiter-Glo; viability increase, % at 10 µM;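 active means viability gain under doxorubicin at or above a set limit, the compound median plus 3 SD, cut at about 4.7% in these data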;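 further: MRP-1 overexpressing cells given doxorubicin 25 µM after compound pretreatment; 18-22 h compound pretreatment then 72 h with doxorubicin before readout; 0% = doxorubicin-only wells and 100% = vehicle-treated cells without doxorubicin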
Measles CPE = protection of cells from measles virus. Measles virus-infected cells, CPE protection, absorbance. protection (pct of control), % at 4 µM. actives 1.5% (n = 140,000); in the data active means protection mostly above about 24%, no sharp cut-off; inactive means mostly below about 26%; further: some compounds called inactive have numbers as strong as hits
E-sel TNF inh = TNF alpha driven E-selectin expression inhibition. HUVEC TNFa-induced E-selectin immunofluorescence, high content. inhibition, % at 2 µM. actives 0.71% (n = 120,000);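 active means inhibition above the batch mean plus 3 SD, and confirmed as a hit on visual image review, cut at about 43% in these data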;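 further: 0% = TNF-stimulated DMSO wells and 100% = unstimulated control wells; not every result past the cut was called active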
Phagocytosis inh = blocks phagocytosis by macrophages. J774A.1 macrophage IgG-bead phagocytosis, imaging. inhibition, % at 5 µM. actives 0.07% (n = 110,000);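 active means inhibition above the mean of the plate negative controls plus 5 SD, cut at about 13% in these data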;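 further: phagocytic index as fraction of beads internalized from green versus red external bead signal; plate controls were DMSO negative control for no effect and cytochalasin-D positive control for full effect; some results beyond the cut were filed as inactive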
Yeast lifespan up = yeast lifespan extension; S. cerevisiae growth with nicotinamide, OD615; deaD strain in restrictive glucose medium; inhibition of the nicotinamide effect, % at 10 µM; actives 0.68% (n = 130,000); AID 775;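 active means inhibition above a set limit, placed 3 SD over the median of all compounds, cut at about 26% in these data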;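 further: 0% = nicotinamide-treated wells and 100% = cells grown without nicotinamide; some compounds called inactive have numbers as strong as hits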
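Assay system: engineered S. cerevisiae DeaD replicative-lifespan strain, galactose-grown log-phase cells; Buffer or medium: CSMM-D glucose medium, restrictive; Probe or stimulus: nicotinamide 1.5 mM; Compound: single dose 10 µM compound, 0.25% DMSO; Schedule: 4 h preincubation then 48 h treatment at 30 °C; Technique: OD615 measurement.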
NPY Y2 blocker = antagonists of human neuropeptide Y receptor Y2; P49146; NPY-Y2 expressing cells, antagonist mode; inhibition, % at 2.7 µM; actives 0.99% (n = 140,000); in the data active means inhibition above about 17%;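 further: 0% = vehicle with agonist challenge and 100% = reference antagonist with challenge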
Target sequence (P49146 whole entry, looked up): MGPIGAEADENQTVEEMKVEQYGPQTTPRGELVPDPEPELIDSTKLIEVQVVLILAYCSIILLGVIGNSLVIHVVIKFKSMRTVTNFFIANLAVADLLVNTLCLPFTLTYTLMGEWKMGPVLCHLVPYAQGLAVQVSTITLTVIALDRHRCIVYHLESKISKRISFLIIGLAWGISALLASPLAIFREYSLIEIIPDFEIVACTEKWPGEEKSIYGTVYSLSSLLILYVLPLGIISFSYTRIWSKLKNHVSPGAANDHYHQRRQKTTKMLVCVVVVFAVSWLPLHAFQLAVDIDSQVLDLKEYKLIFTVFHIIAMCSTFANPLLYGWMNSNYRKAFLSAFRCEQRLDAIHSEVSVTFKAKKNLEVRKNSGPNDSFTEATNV
* = called active by the depositor; nt = no result given.

1. CCOC(=O)N1CCN(C(=O)CN(c2cccc(C)c2)S(=O)(=O)c2ccc(C)cc2)CC1
2. CCOC(=O)c1ccc(N/C=C/C(=O)c2ccc(OC)c(OC)c2)cc1
3. O=c1cc(-c2ccco2)oc2c1ccc1ccccc12
4. CCOC(=O)c1c(-c2ccc(C)o2)csc1NC(=O)CSc1nnnn1-c1ccccc1
5. Cc1ccc(CNC(=O)Cn2c(=O)c3sccc3n(Cc3cccc([N+](=O)[O-])c3)c2=O)cc1
6. O=C(CSc1nnc(Cn2c(=O)sc3ccccc32)n1-c1ccccc1)NCc1ccco1
7. O=[N+]([O-])c1ccc(N2CCN(c3ccc(Cl)nn3)CC2)c(Cl)c1
8. CCn1c(SCC(=O)Nc2nc(C)c(C(=O)OC)s2)nnc1C(C)C
9. CCCCN(C(=O)NC(=O)Nc1cc(C)ccc1C)S(C)(=O)=O
10. CCOc1ccc(CCN2C(=O)CCC2(C)C(=O)NC(C)CC)cc1OCC (stereo not given)

assay / entry	1	2	3	4	5	6	7	8	9	10
HCT116 bCat-KO	93.9	91.8	88.5	82.5	52.5	98.7	66.2	101.5	91.0	90.0
PTEN del growth	96.6	84.4	77.8	83.9	54.3	95.4	62.4	102.6	97.9	84.1
Yeast growth inh	-24.4	-42.2	11.3	-56.8	-44.2	-32.5	-46.1	7.3	-63.1	-11.3
GALR2 antag	-0.5	3.0	9.4	-10.8	-2.6	-0.1	-21.6	-9.6	-12.4	-12.0
MRP1 act	-2.8	-1.2	-2.6	-1.3	0.7	-3.1	-4.7	-1.4	-1.0	-1.7
Measles CPE	13.7	1.8	6.7	6.3	10.6	22.5	1.8	3.6	4.1	20.4
E-sel TNF inh	-20.7	-53.8	12.1	13.8	nt	-29.4	11.8	nt	-6.7	-1.3
Phagocytosis inh	0.9	-0.6	2.1	1.0	-5.6	nt	4.0	-0.7	-0.4	0.1
Yeast lifespan up	-2.8	-17.2	-32.8	2.7	-2.7	-5.4	-6.3	-10.2	-19.6	-0.9
NPY Y2 blocker	3.4	0.8	8.6	9.0	1.1	3.4	4.0	-0.7	0.4	1.7

The final 2 compounds of the section above lead into the next:
9. CCCCN(C(=O)NC(=O)Nc1cc(C)ccc1C)S(C)(=O)=O
10. CCOc1ccc(CCN2C(=O)CCC2(C)C(=O)NC(C)CC)cc1OCC (stereo not given)
11. NC(=S)N/N=C\c1ccccc1OCc1ccccc1
12. O=C(CSc1ncn(-c2ccccc2)n1)Nc1ccc(Br)cn1
13. Cn1c(SCC(=O)n2c3c(c4ccccc42)CCCC3)nnc1-c1ccccc1
14. Cc1cc(C)nc(SCc2cn3cc(Cl)ccc3n2)n1
15. COc1ccc(C)c(S(=O)(=O)Nc2ccc(OCC(=O)O)cc2)c1
16. CCOC(=O)N1CCN(CC(O)COC2CC(C)CC(C)(C)C2)CC1 (stereo not given)
17. CC(O)C(O)C(O)C(O)C1NCCS1 (stereo not given)
18. Cc1cccn2cc(-c3ccc(F)cc3)nc12
19. CCNC(=O)NC(=O)CSc1nc2ccccc2n1CC(C)C
20. CCc1nc(Nc2ccccc2)c2oc3ccccc3c2n1

assay / entry	9	10	11	12	13	14	15	16	17	18	19	20
HCT116 bCat-KO	91.0	90.0	31.1	100.4	88.5	97.6	93.5	113.6	80.9	82.7	94.7	73.2
PTEN del growth	97.9	84.1	56.0	98.2	89.3	97.5	109.3	nt	95.0	77.8	87.2	74.0
Yeast growth inh	-63.1	-11.3	-42.6	-12.9	-28.6	-23.1	-24.6	3.8	-33.1	-26.8	-20.9	-28.7
GALR2 antag	-12.4	-12.0	-5.3	-1.8	-5.3	0.0	15.6	-0.1	0.9	9.1	8.6	8.8
MRP1 act	-1.0	-1.7	-4.2	-2.8	-0.8	3.2	0.5	-1.2	-3.3	-3.5	-2.2	-0.8
Measles CPE	4.1	20.4	13.8	4.1	5.0	19.4	12.7	29.3	5.2	0.7	43.1	20.1
E-sel TNF inh	-6.7	-1.3	nt	-0.6	8.5	nt	nt	6.8	nt	-9.6	-55.7	23.9
Phagocytosis inh	-0.4	0.1	-5.6	7.1	nt	-12.4	1.2	0.8	-0.5	-0.4	-4.6	2.8
Yeast lifespan up	-19.6	-0.9	-2.4	3.3	-4.7	-2.8	-4.8	4.5	-7.1	-24.4	-11.8	-14.8
NPY Y2 blocker	0.4	1.7	-0.4	11.4	0.2	1.3	0.5	0.1	0.8	4.1	1.2	2.9

An excerpt of these results, with two lines to a compound:
Values run as follows: HCT116 bCat-KO	PTEN del growth	Yeast growth inh	GALR2 antag	MRP1 act	Measles CPE	E-sel TNF inh	Phagocytosis inh	Yeast lifespan up	NPY Y2 blocker
7: O=[N+]([O-])c1ccc(N2CCN(c3ccc(Cl)nn3)CC2)c(Cl)c1
  66.2	62.4	-46.1	-21.6	-4.7	1.8	11.8	4.0	-6.3	4.0
8: CCn1c(SCC(=O)Nc2nc(C)c(C(=O)OC)s2)nnc1C(C)C
  101.5	102.6	7.3	-9.6	-1.4	3.6	nt	-0.7	-10.2	-0.7
9: CCCCN(C(=O)NC(=O)Nc1cc(C)ccc1C)S(C)(=O)=O
  91.0	97.9	-63.1	-12.4	-1.0	4.1	-6.7	-0.4	-19.6	0.4
10: CCOc1ccc(CCN2C(=O)CCC2(C)C(=O)NC(C)CC)cc1OCC (stereo not given)
  90.0	84.1	-11.3	-12.0	-1.7	20.4	-1.3	0.1	-0.9	1.7
11: NC(=S)N/N=C\c1ccccc1OCc1ccccc1
  31.1	56.0	-42.6	-5.3	-4.2	13.8	nt	-5.6	-2.4	-0.4
12: O=C(CSc1ncn(-c2ccccc2)n1)Nc1ccc(Br)cn1
  100.4	98.2	-12.9	-1.8	-2.8	4.1	-0.6	7.1	3.3	11.4
13: Cn1c(SCC(=O)n2c3c(c4ccccc42)CCCC3)nnc1-c1ccccc1
  88.5	89.3	-28.6	-5.3	-0.8	5.0	8.5	nt	-4.7	0.2
14: Cc1cc(C)nc(SCc2cn3cc(Cl)ccc3n2)n1
  97.6	97.5	-23.1	0.0	3.2	19.4	nt	-12.4	-2.8	1.3
15: COc1ccc(C)c(S(=O)(=O)Nc2ccc(OCC(=O)O)cc2)c1
  93.5	109.3	-24.6	15.6	0.5	12.7	nt	1.2	-4.8	0.5
16: CCOC(=O)N1CCN(CC(O)COC2CC(C)CC(C)(C)C2)CC1 (stereo not given)
  113.6	nt	3.8	-0.1	-1.2	29.3	6.8	0.8	4.5	0.1
17: CC(O)C(O)C(O)C(O)C1NCCS1 (stereo not given)
  80.9	95.0	-33.1	0.9	-3.3	5.2	nt	-0.5	-7.1	0.8

Next part
21. Cc1cccc(NC(=O)C2CC(=O)OC23CCCC3)c1 (stereo not given)
22. N#C/C(=C(/O)COC(=O)CCc1ccc(S(=O)(=O)N2CCOCC2)cc1)c1nc2ccccc2[nH]1
23. COc1cc2c(cc1OC)-c1cc(NC3CC3)nc(=O)n1CC2
24. Cc1ccc(C(=O)Cn2ncsc2=N)cc1
25. Nc1ncnc(Nc2cc(Cl)cc(Cl)c2)c1[N+](=O)[O-]
26. CN(Cc1ccccc1)Cc1nc2c([nH]1)c(=O)[nH]c(=O)n2C
27. CNCC(O)Cn1c(C(F)(F)F)nc2ccccc21 (stereo not given)
28. Cc1ccc(S(=O)(=O)N2CC=C(c3c(C)n(C)c4ccccc34)CC2)cc1

assay / entry	21	22	23	24	25	26	27	28
HCT116 bCat-KO	98.5	5.7*	82.7	106.8	78.9	89.0	87.9	82.4
PTEN del growth	95.2	4.2	67.3	105.0	70.1	106.4	85.4	92.8
Yeast growth inh	-12.8	-66.7	-36.7	-7.3	-39.6	12.9	-11.6	2.1
GALR2 antag	-15.0	10.1	-8.3	-6.0	8.9	11.7	-3.9	4.5
MRP1 act	0.3	-2.2	-1.7	0.6	-0.7	0.1	-1.9	-1.8
Measles CPE	2.9	1.3	-0.1	17.2	12.3	3.1	14.9	1.2
E-sel TNF inh	-7.1	-1.4	nt	5.5	nt	13.0	-2.5	nt
Phagocytosis inh	nt	6.0	0.3	nt	-9.3	nt	nt	-1.4
Yeast lifespan up	nt	-8.6	1.2	-16.1	-1.5	-9.6	nt	-5.3
NPY Y2 blocker	1.4	-1.1	4.0	1.6	-0.2	-1.7	-0.1	1.0
